HCV inh: blocks hepatitis C virus | Huh7.5.1 HCVcc-Cre infection, luciferase reporter, 44 h | Potency, µM (doses to about 41.8 µM), for inactives: at the highest dose activity change, negative = inhibition, usual class: inhibitors | AID 651820 | 340,000 tested, 3.4% active; also: potency is read from the fitted curve at half-maximal effect; % is scaled to controls: 0 for no effect and ±100 for the full control effect
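Compounds are dispensed onto cells plated 4 h earlier at 1,000 per well, with HCVcc-Cre virus (about 0.5 moi) added next. Following 44 h of culture, luminescent signal is measured for 15 sec after 15 min with substrate at room temperature.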
LmPK inhibitor: inhibitors of Leishmania mexicana pyruvate kinase; Q27686; purified LmPK, Kinase-Glo ATP luminescence, 1 h; Potency, µM (highest dose often 57.5 µM), without a hit: top-dose activity change, negative = inhibition, most hits filed as inhibitors; 290,000 tested, 0.37% active; AID 1721; also: potency is read from the fitted curve at half-maximal effect; % is scaled to controls: 0 for no effect and ±100 for the full control effect
Target sequence (Q27686 whole entry, looked up): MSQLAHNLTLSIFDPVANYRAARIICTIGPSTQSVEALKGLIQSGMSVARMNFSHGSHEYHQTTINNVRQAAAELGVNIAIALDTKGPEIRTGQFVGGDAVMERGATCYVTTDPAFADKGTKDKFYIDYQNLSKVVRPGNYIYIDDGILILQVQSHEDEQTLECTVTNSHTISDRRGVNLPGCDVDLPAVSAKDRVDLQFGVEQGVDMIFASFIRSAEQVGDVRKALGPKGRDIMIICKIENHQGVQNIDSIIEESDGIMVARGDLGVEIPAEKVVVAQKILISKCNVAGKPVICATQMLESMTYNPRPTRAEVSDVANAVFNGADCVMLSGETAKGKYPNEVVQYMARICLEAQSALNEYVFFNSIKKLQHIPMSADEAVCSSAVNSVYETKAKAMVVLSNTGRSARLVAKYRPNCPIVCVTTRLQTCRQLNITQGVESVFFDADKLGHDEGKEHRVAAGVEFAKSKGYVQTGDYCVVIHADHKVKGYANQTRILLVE
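Purified LmPK (0.1 nM) with 0.5 mM PEP and 0.1 mM ADP in imidazole buffer pH 7.2 with MgCl2/KCl, 1 h at room temperature. ATP formed was read by luciferase luminescence and normalized to no-enzyme and uninhibited controls.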
TbPYK inhibitor: T. brucei pyruvate kinase inhibition; TbPYK enzyme, Kinase-Glo Plus ATP luminescence, 45 min; Potency, µM (series often up to 76.8 µM), for inactives: at the top dose activity, negative = inhibition, most hits filed as inhibitors; 410,000 tested, 0.12% active; AID 624173; also: potency is read from the fitted curve at half-maximal effect; % is scaled to controls: 0 for no effect and ±100 for the full control effect; nearly all actives have a fitted effect of over 50% in size
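Screened from lowest to highest concentration, compounds were pinned into TbPYK/substrate mixtures, and ADP (130 uM final) was added. Plates sat at room temperature for 45 min prior to Kinase-Glo Plus detection by luminescence.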
Pf growth 96h: P. falciparum growth inhibition at 96 hours. P. falciparum luciferase reporter growth, 96 h. 320,000 tested, 6.9% active. Potency, µM (highest dose often 28.7 µM), inactives show top-dose activity change, negative = inhibition, most hits filed as inhibitors; also: potency is read from the fitted curve at half-maximal effect; % is scaled to controls: 0 for no effect and ±100 for the full control effect
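Two-generation exposure (96 h) targets delayed-death phenotype. Reporter parasites carrying integrated firefly luciferase, in red cells at 2% hematocrit and 0.05% parasitemia final, kept at 37 C, 5% CO2; luminescence loss indicates inhibition.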
Shiga inhibitor: Shiga toxin inhibition; Vero cells, Shiga toxin protein synthesis inhibition reporter; inhibition, % at 38.7 µM; 290,000 tested, 9.2% active; AID 2315; in the data active = inhibition mostly above about 28%, no sharp cut-off; inactive = mostly below about 43%; also: 0% is about no effect
Cycloheximide cs: affects cycloheximide protein synthesis inhibition readout, counter-screen | cell reporter, cycloheximide protein synthesis inhibition counterscreen | max response, % | 300,000 tested, 12% active; in the data active = max response mostly above about 13%, no sharp cut-off; inactive = mostly below about 14%; also: read at 38.3 µM for the half of the compounds with a filed dose; 0% is about no effect
Pf growth 48h: inhibits P. falciparum growth in the first generation, 48 h; P. falciparum luciferase growth in erythrocytes, 48 h; 310,000 tested, 5.9% active; Potency, µM (series often up to 28.7 µM), for inactives: at the highest dose activity change, negative = inhibition, hits mostly inhibitors; AID 504832; also: potency is read from the fitted curve at half-maximal effect; % is scaled to controls: 0 for no effect and ±100 for the full control effect
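Read-out is firefly luciferase luminescence from an integrated reporter in P. falciparum, so falling signal marks reduced parasite growth. Infected erythrocytes were at 2% hematocrit and 0.1% parasitemia (final) in Albumax-supplemented RPMI 1640.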
Starred values were filed as active, the others as inactive; [ ] = remark or other dose. Unless noted, calls follow the shape of the dose curve; as a rule, active = well fitted curve in the direction sought with a large enough effect; inconclusive = small, poorly fitted or top-dose-only effect, or another doubt; inactive = no such curve, though single readings can be large; an effect the other way counts as inactive or inconclusive.

For COc1cc2c(cc1OC)CN(CC(=O)Nc1ccc(C)c(C)c1)CC2 the results were HCV inh -7%, LmPK inhibitor 0%, TbPYK inhibitor -5%, Pf growth 96h inconclusive, Shiga inhibitor -5, Cycloheximide cs -2 and Pf growth 48h inconclusive.
CCOc1ccc(C(=O)NC(=S)Nc2ccccc2N2CCOCC2)cc1Br was read as HCV inh 1%, LmPK inhibitor -1%, TbPYK inhibitor 2%, Pf growth 96h -6%, Shiga inhibitor -9, Cycloheximide cs -3 and Pf growth 48h inconclusive.
`CC1CC(C)CN(C(=O)COC(=O)CCCN2C(=O)c3cccc4cccc(c34)C2=O)C1` (stereo unspecified) gave HCV inh -4%, LmPK inhibitor 0%, TbPYK inhibitor -13%, Pf growth 96h 6%, Shiga inhibitor -22, Cycloheximide cs -4 and Pf growth 48h -7%.
For COc1ccc(C2=NCCn3nc4cc([N+](=O)[O-])ccc4c32)cc1 the results were HCV inh inconclusive, TbPYK inhibitor -9%, Pf growth 96h inconclusive and Pf growth 48h inconclusive.
For COC(=O)c1ccc(-c2nc3ccccc3o2)cc1 the results were LmPK inhibitor -13%, Pf growth 96h inconclusive, Shiga inhibitor 24, Cycloheximide cs 13* and Pf growth 48h 91%[activator].
COc1ccc(Nc2nc(Nc3ccc(OC)cc3)nc(-n3[nH]c(=O)c(C)c3C)n2)cc1 was read as HCV inh 10µM*, LmPK inhibitor 0%, TbPYK inhibitor -7%, Shiga inhibitor -3, Cycloheximide cs 8 and Pf growth 48h 2.6µM*.
`CSc1ccccc1NS(=O)(=O)c1cccc2nonc12` gave HCV inh 13%, LmPK inhibitor -4%, TbPYK inhibitor -6%, Pf growth 96h 34%[activator], Shiga inhibitor 15, Cycloheximide cs -1 and Pf growth 48h 16%.
`COc1ccc(F)cc1S(=O)(=O)N1CCC(C(N)=O)CC1` gave HCV inh 35%[activator], LmPK inhibitor -1%, TbPYK inhibitor 1%, Shiga inhibitor 10, Cycloheximide cs -3 and Pf growth 48h 3%.
Screening CN(C)CCC=C1c2ccccc2C(C)(C)c2ccccc21 returned TbPYK inhibitor -7%, Pf growth 96h 6.7µM* and Pf growth 48h inconclusive.
`Cc1cccc(C(=O)Nc2ccc(Oc3cnccn3)cc2)c1` gave HCV inh -7%, LmPK inhibitor 0%, TbPYK inhibitor -7%, Pf growth 96h 63%[activator], Shiga inhibitor 57*, Cycloheximide cs 23* and Pf growth 48h 52%[activator].
For CC(C)(C)c1ccc(C(=O)NCC(=O)OCC(=O)Nc2nc(-c3ccc(F)cc3)cs2)cc1 the results were HCV inh 14%, LmPK inhibitor 1%, TbPYK inhibitor -3%, Pf growth 96h 62%[activator][5.75 µM], Shiga inhibitor 25, Cycloheximide cs 15 and Pf growth 48h 24%.
`CC(=O)c1c(C)[nH]c(C(=O)OCCOc2ccccc2)c1C` gave HCV inh 8.9µM*, LmPK inhibitor -3%, TbPYK inhibitor -1%, Pf growth 96h 374%[activator], Shiga inhibitor 47*, Cycloheximide cs 23 and Pf growth 48h 466%[activator].
For Cc1ccc2nc(NC(=O)c3ccc4c(c3)OCO4)sc2c1 the results were HCV inh inconclusive, LmPK inhibitor -9%, TbPYK inhibitor 1%, Pf growth 96h 427%[activator], Shiga inhibitor 76*, Cycloheximide cs 62* and Pf growth 48h 246%[activator].
For CC(=O)Oc1ccc(C(=O)Nc2ccccc2C(=O)N2CCCC2)cc1 the results were HCV inh 20%, LmPK inhibitor 5%, TbPYK inhibitor 1%, Pf growth 96h 39%[activator], Shiga inhibitor -4, Cycloheximide cs -2 and Pf growth 48h 2%.
`CCOC(=O)Cc1csc(SCC(=O)c2c(N)n(CC(C)C)c(=O)n(C)c2=O)n1` gave HCV inh 7.9µM*, LmPK inhibitor -2%, TbPYK inhibitor 0%, Pf growth 96h 6%, Shiga inhibitor 18, Cycloheximide cs -5 and Pf growth 48h inconclusive.
Screening O=C(NC1CC(=O)N(c2ccc(F)cc2)C1)N1CCN(C(=O)c2ccco2)CC1 (stereo unspecified) returned HCV inh 11%, TbPYK inhibitor -1%, Pf growth 96h 10% and Pf growth 48h 0%.
Screening CCCc1cc(C(=O)N2CCN(c3ccccc3C)CC2)cs1 returned HCV inh 9%, LmPK inhibitor 4%, TbPYK inhibitor -1%, Pf growth 96h 38%[activator], Shiga inhibitor -6, Cycloheximide cs -1 and Pf growth 48h -3%.
Screening O=C1NC[C@@H](Cc2cccc3ccccc23)N(CC2CCCCC2)C1=O returned HCV inh -9%, LmPK inhibitor 3%, TbPYK inhibitor -6%, Pf growth 96h inconclusive, Shiga inhibitor -2, Cycloheximide cs -4 and Pf growth 48h inconclusive.
`Clc1ncnc2scc(C3COc4ccccc4O3)c12` (stereo unspecified) gave HCV inh inconclusive, LmPK inhibitor 7%, TbPYK inhibitor -9%, Pf growth 96h 2.6µM*, Shiga inhibitor 21, Cycloheximide cs 7 and Pf growth 48h 2.9µM*.
O=C(CN1C(=O)c2ccccc2S1(=O)=O)N1CCc2ccccc2C1 was read as HCV inh 7%, LmPK inhibitor -1%, TbPYK inhibitor 2%, Shiga inhibitor -8, Cycloheximide cs -3 and Pf growth 48h 88%[activator].
`Cc1cc(C)c(-c2cc(C(F)(F)F)no2)c(=O)[nH]1` gave HCV inh 8%, LmPK inhibitor 3%, TbPYK inhibitor 1%, Pf growth 96h 12µM*, Shiga inhibitor -4, Cycloheximide cs -2 and Pf growth 48h 13%.
CC(=O)Nc1ccc(NC(=O)CSc2nnnn2C2CCCCC2)cc1 was read as HCV inh 17%, TbPYK inhibitor -19%, Pf growth 96h 7% and Pf growth 48h 1%.
O=C(NC(=S)Nc1cccc(NC(=O)c2ccc(Cl)cc2Cl)c1)c1cccs1 was read as HCV inh inconclusive, LmPK inhibitor 3%, TbPYK inhibitor 6%, Pf growth 96h 232%[activator], Shiga inhibitor 13, Cycloheximide cs -2 and Pf growth 48h -7%.
`CCCC1CCC(=NNC(=O)CNc2ccc(OC)cc2)CC1` (stereo unspecified) gave HCV inh -1%, LmPK inhibitor -5%, TbPYK inhibitor -2%, Pf growth 96h 29%, Shiga inhibitor 24, Cycloheximide cs 1 and Pf growth 48h -3%.
CCOc1ccc(-c2nc(C#N)c(N3CCN(CC)CC3)o2)cc1 was read as HCV inh inconclusive, LmPK inhibitor -1%, TbPYK inhibitor 10%, Pf growth 96h 224%[activator], Shiga inhibitor -23, Cycloheximide cs -9 and Pf growth 48h -9%.
Screening Cc1nnc(SCC(=O)Nc2nnc(-c3ccccc3)o2)s1 returned HCV inh -7%, TbPYK inhibitor 4%, Pf growth 96h inconclusive and Pf growth 48h 2%.
Screening O=C1C(Cl)=C(NCC2CCCO2)C(=O)N1c1cccc(Cl)c1Cl (stereo unspecified) returned HCV inh 4%, LmPK inhibitor 1%, TbPYK inhibitor -10%, Pf growth 96h 31%[activator], Shiga inhibitor 24, Cycloheximide cs 2 and Pf growth 48h 20%.
Screening CC1(c2ccccc2)CC(c2ccccc2)=Nc2nonc2N1 (stereo unspecified) returned HCV inh -14%, LmPK inhibitor 2%, TbPYK inhibitor -1%, Pf growth 96h inconclusive, Shiga inhibitor -13, Cycloheximide cs -1 and Pf growth 48h 1.5µM*.
For C[N+](C)(CC#N)C/C=C\c1ccccc1 the results were HCV inh 15%, LmPK inhibitor 2%, TbPYK inhibitor -1%, Pf growth 96h 80%[activator], Shiga inhibitor 18, Cycloheximide cs -2 and Pf growth 48h -14%.
Cc1ccc(NC(=O)c2ccc(CSc3nccc(C)n3)cc2)cc1 was read as HCV inh inconclusive, LmPK inhibitor 9%, TbPYK inhibitor 4%, Pf growth 96h -19%, Shiga inhibitor 18, Cycloheximide cs 12 and Pf growth 48h -27%.
For O=C(NC(=S)N1CCN(c2ccccc2)CC1)c1ccccc1 the results were LmPK inhibitor -11%, Pf growth 96h 4.7µM*, Shiga inhibitor 2, Cycloheximide cs 8 and Pf growth 48h 10µM*.
For Cc1ccc(S(=O)(=O)NCC2CCC(C(=O)NC3CCCCC3)CC2)cc1 (stereo unspecified) the results were HCV inh 11%, LmPK inhibitor 0%, TbPYK inhibitor -5%, Pf growth 96h inconclusive, Shiga inhibitor 17, Cycloheximide cs 5 and Pf growth 48h -4%.
CCCc1[nH]nc2c1C1(C(=O)N(Cc3ccccc3)c3ccccc31)C(C(=O)OC)=C(N)O2 (stereo unspecified) was read as HCV inh inconclusive, LmPK inhibitor 6%, TbPYK inhibitor 7%, Shiga inhibitor -6, Cycloheximide cs -5 and Pf growth 48h inconclusive.
Screening CCOc1ccc(N2CC(C(=O)NNC(=O)c3ccc(F)cc3)CC2=O)cc1 (stereo unspecified) returned HCV inh 4%, TbPYK inhibitor -7%, Pf growth 96h 4% and Pf growth 48h 8%.
CC(=O)Oc1ccc(C(=O)Nc2cccc(NC(=O)c3ccco3)c2)cc1 was read as HCV inh -20%, LmPK inhibitor -6%, TbPYK inhibitor -17%, Pf growth 96h inconclusive, Shiga inhibitor 4, Cycloheximide cs -2 and Pf growth 48h 31%[activator].
Screening COc1ccc(-c2nnn(CC(=O)N(C3CCCCC3)C(C)C(=O)NC3CCCC3)n2)cc1OC (stereo unspecified) returned HCV inh -25%, LmPK inhibitor -1%, TbPYK inhibitor -13%, Pf growth 96h 17%, Shiga inhibitor -16, Cycloheximide cs 12 and Pf growth 48h inconclusive.
For CCNC(=O)CN(c1ccc(Oc2ccccc2)cc1)S(=O)(=O)c1ccccc1 the results were LmPK inhibitor -3%, TbPYK inhibitor -19%, Pf growth 96h -3%, Shiga inhibitor -28, Cycloheximide cs -1 and Pf growth 48h -23%.
`O=C1c2cccc(OCC(=O)N3N=C(c4cccs4)CC3c3ccc(F)cc3)c2CCN1Cc1ccccc1` (stereo unspecified) gave HCV inh -11%, LmPK inhibitor 9%, TbPYK inhibitor 2%, Pf growth 96h inconclusive, Shiga inhibitor 9, Cycloheximide cs 4 and Pf growth 48h 7.4µM*.
For CCOC(=O)C(NC(=O)N1CCCCC1)(c1ccccc1)C(F)(F)F (stereo unspecified) the results were HCV inh 3%, LmPK inhibitor -5%, TbPYK inhibitor -3%, Pf growth 96h inconclusive, Shiga inhibitor -37, Cycloheximide cs -3 and Pf growth 48h 0%.
Cc1cc(C)nc(-n2nc(C)c3c(=O)[nH]c(C(F)(F)F)nc32)n1 was read as HCV inh 27%, LmPK inhibitor 2%, TbPYK inhibitor 4%, Pf growth 96h -2%, Shiga inhibitor 4, Cycloheximide cs 9 and Pf growth 48h -17%.

By substructure, the compounds so far with a furan ring, fused or not
Screening O=C(NC1CC(=O)N(c2ccc(F)cc2)C1)N1CCN(C(=O)c2ccco2)CC1 (stereo unspecified) returned HCV inh 11%, TbPYK inhibitor -1%, Pf growth 96h 10% and Pf growth 48h 0%.
CC(=O)Oc1ccc(C(=O)Nc2cccc(NC(=O)c3ccco3)c2)cc1 was read as HCV inh -20%, LmPK inhibitor -6%, TbPYK inhibitor -17%, Pf growth 96h inconclusive, Shiga inhibitor 4, Cycloheximide cs -2 and Pf growth 48h 31%[activator].
